High-throughput results: PubChem BioAssay, National Center for Advancing Translational Sciences (NCATS)
HepG2 viability: qHTS for Inhibitors of TGF-b: Cytotox Counterscreen. AID 588856, 2011. Potency, µM (highest dose often 46.1 µM), without a hit: top-dose activity change, negative = cytotoxicity, actives largely listed as cytotoxic. 410,000 compounds, 0.76% hits. HepG2 CAGA-GFP viability, ATP luminescence, 18 h; also: potency is read from the fitted curve at half-maximal effect; some results filed as inactive show a strong effect at the top dose
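CellTiter-Glo luminescence gave cytotoxicity after 18 hours at 37 degrees C. The cells were HepG2 CAGA-GFP in 1% FBS DMEM, stimulated with 500 pg/mL TGF-beta after compound addition. %Activity was normalised to no-cell wells (complete cell-killing) and DMSO (no toxicity), and curves were fitted and classified.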
Nrf2 ARE act: qHTS of Nrf2 Activators; AREc32 ARE-luciferase reporter (MCF7-derived line), luminescence, 24 h; Potency, µM (series often up to 46.1 µM), for the others: at the top dose activation, usual class: activators; 410,000 compounds, 0.31% hits; also: potency is read from the fitted curve at half-maximal effect; % of control where 0% means no effect; nearly all actives have a fitted effect of over 65% in size
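AREc32 cells carrying an ARE-driven firefly luciferase, 1000 cells/well in OPTI-MEM with 5% FBS, dosed after overnight attachment and incubated 24 hr at 37 deg C. Steady-Glo luminescence read after 30 min at RT.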
MCF10A rereplic: A quantitative high throughput screen for small molecules that induce DNA re-replication in MCF 10a normal breast cells; 350,000 compounds, 2.9% hits; MCF 10A DNA re-replication, Hoechst nuclear intensity, 48 h; Potency, µM (doses to about 46.1 µM), without a hit: at the top dose activity, positive = re-replication, actives largely listed as activators; also: potency is read from the fitted curve at half-maximal effect; % of control where 0% means no effect; nearly all actives have a fitted effect of over 50% in size
Nrf2 inh: Nrf2 qHTS screen for inhibitors. A549 ARE-Fluc reporter, luciferase luminescence, 18-24 h. Potency, µM (highest dose often 46 µM), for the others: top-dose activity change, negative = inhibition, actives largely listed as inhibitors. 360,000 compounds, 2.1% hits. AID 504444, 2011; also: potency is read from the fitted curve at half-maximal effect; % is scaled to controls: 0 for no effect and ±100 for the full control effect; nearly all actives have a fitted effect of over 60% in size
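Cells were seeded and rested 2 h, then exposed to compounds for 18-24 h. CellTiter-Fluor was read first as a viability measure. BugLite was added 15 min before the final luminescent read of ARE-luciferase activity in A549 cells.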
S2 tox: Viability Counterscreen for Primary qHTS for Inhibitors of ATXN expression. S2 cells (HEK-293 line with an ATXN2-luciferase reporter) viability, CellTiter-Fluor protease fluorescence, 24 h. Potency, µM (highest dose often 56.7 µM), usual class: cytotoxic. 400,000 compounds, 0.49% hits. AID 651635, 2014; also: potency is read from the fitted curve at half-maximal effect; nearly all actives have a fitted effect of over 40% in size
TGFb SMAD3 inh: qHTS for Inhibitors of TGF-b; 410,000 compounds, 1.2% hits; AID 588855, 2011; Potency, µM (top dose mostly 46.1 µM), for the others: at the highest dose activity, negative = inhibition, usual class: inhibitors; HepG2 CAGA-GFP TGF-b/SMAD3 reporter, GFP fluorescence, 18 h; TGF-beta stimulated, 500 pg/mL final; also: potency is read from the fitted curve at half-maximal effect; % is scaled to controls: 0 for no effect and ±100 for the full control effect; nearly all actives have a fitted effect of over 65% in size
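HEPG2 CAGA-GFP cells (1000/well, DMEM with 1% FBS) were pre-incubated 2 h at 37 degrees C, given compound by pin tool, then stimulated with TGF-beta at 500 pg/mL final for 18 h before per-cell GFP fluorescence imaging.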
A549 tox: Nrf2 qHTS screen for inhibitors: counterscreen for cytotoxicity | AID 504648, 2011 | 390,000 compounds, 0.16% hits | A549 ARE-Fluc cells, CellTiter-Fluor viability, 18-24 h | Potency, µM (titrated, usually from 46 µM), for inactives: at the highest dose activity change, negative = cytotoxicity, most hits filed as inhibitors; also: potency is read from the fitted curve at half-maximal effect; % is scaled to controls: 0 for no effect and ±100 for the full control effect
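Cytotoxicity counterscreen: CellTiter-Fluor fluorescence was measured in A549 ARE_Fluc cells after 18-24 h of compound exposure in a concentration series. The subsequent BugLite luminescent read reports ARE-luciferase activity.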
IL1B secr inh: qHTS for Inhibitors of Inflammasome Signaling: IL-1-beta AlphaLISA Primary Screen | THP-1 LPS/ATP IL-1B secretion, AlphaLISA, 16 h; active compounds read low | activity change, % at 57.5 µM | 360,000 compounds, 4.7% hits | AID 743279, 2014; in the data active = activity change below about -50%; inconclusive = mostly about -30% to -49%; also: % is scaled to controls: 0 for no effect and ±100 for the full control effect
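Secreted IL-1B measured by AlphaLISA bead assay after 16 h compound exposure of THP-1 cells; compounds (final up to 57.5 uM) added 1 h before LPS (250 ng/mL) and ATP (1.25 mM) stimulation; lower signal means less secretion.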
ATXN2 expr inh: Primary qHTS for Inhibitors of ATXN expression. AID 1745845, 2022. Potency, µM (highest dose often 57 µM), for inactives: at the highest dose activity change, negative = inhibition, actives largely listed as inhibitors. HEK-293 ATXN2-luciferase reporter, luminescence, 24 h. 360,000 compounds, 0.72% hits; also: potency is read from the fitted curve at half-maximal effect; % is scaled to controls: 0 for no effect and ±100 for the full control effect; nearly all actives have a fitted effect of over 55% in size
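qHTS (up to 57 uM final) was run with 24 h compound exposure of reporter cells at 37 °C. Each well was multiplexed: SteadyGlo luminescence measured ATXN2-luciferase expression after a fluorogenic Gly-Phe-AFC viability readout (25 uM final).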
Starred values were filed as active, the others as inactive; i = inactive; ? = inconclusive; . = no result given; & = joins results of further samples; [ ] = another dose, or the depositor's remark. Unless noted, calls follow the shape of the dose curve; as a rule, active = well fitted curve in the direction sought with a large enough effect; inconclusive = small, poorly fitted or top-dose-only effect, or another doubt; inactive = no such curve, though single readings can be large; an effect the other way counts as inactive or inconclusive.

The first 2 entries as a preview:
SMILES	HepG2 viability	Nrf2 ARE act	MCF10A rereplic	Nrf2 inh	S2 tox	TGFb SMAD3 inh	A549 tox	IL1B secr inh	ATXN2 expr inh
Nc1nonc1-n1nnc(C(=O)N/N=C/c2ccc(OCc3ccccc3)cc2)c1COc1ccc(F)cc1	7%	-0.6%	11%	?	i	7%	?	16	2%
COC(=O)c1sccc1NC(=O)c1csc2c1CCCC2	-12%	11µM*	23%	.	i	-4%	?	23	11%

All compounds of this part, from the start:
SMILES	HepG2 viability	Nrf2 ARE act	MCF10A rereplic	Nrf2 inh	S2 tox	TGFb SMAD3 inh	A549 tox	IL1B secr inh	ATXN2 expr inh
Nc1nonc1-n1nnc(C(=O)N/N=C/c2ccc(OCc3ccccc3)cc2)c1COc1ccc(F)cc1	7%	-0.6%	11%	?	i	7%	?	16	2%
COC(=O)c1sccc1NC(=O)c1csc2c1CCCC2	-12%	11µM*	23%	.	i	-4%	?	23	11%
O=C(Nc1ccc(-c2nnc(-c3ccccc3)o2)cc1)c1ccc(Br)o1	-26%	-0.4%	?	-21%	i	4%	-15%	-17	8%
CC(=O)Nc1ccc2nc3c(=O)n(C)c(=O)n(C)c3nc2c1	6%	-0.7%	-4%	?	.	-12%	1%	-6	-13%
Cc1ccccc1CC1(CO)CCCN(C(=O)CCC(F)(F)F)C1 (stereo not given)	11%	-0.3%	3%	5%	i	-5%	-11%	10	-8%
CC(=O)c1sc(NC(=O)C2CCN(C(=O)c3ccc(F)cc3)CC2)nc1-c1ccccc1	0%	2.3%	?	?	i	-32%	-16%	0	-14%
COc1cccc(/C=N/NC(=S)NC2CC3CCC2C3)c1OC (stereo not given)	2%	5.5%	0%	7%	i	-8%	5%	8	.
COc1ccc(N(CC(=O)NC(C)(C)C)S(=O)(=O)c2ccccc2)cc1OC	8%	-0.4%	-5%	-11%	i	1%	-6%	-14	5%
COCCN1CCn2c(nc3cc(NC(=O)c4cccs4)ccc32)C1	-8%	0.5%	?	?	i	4%	-4%	-17	8%
O=C(NC1CC1)c1ccc(CSCc2cccc(F)c2)o1	-2%	4.0%	-2%	-15%	i	-2%	-4%	5	25%
CCC(CC)C(=O)Nc1cccc(/C(C)=N\NC(=O)c2ccc(C)s2)c1	-2%	-0.2%	26%	?	i	-7%	-17%	-2	10%
CCCCCOC(=O)CSc1nc2sc3c(c2c(=O)n1Cc1ccccc1)CC(C)(C)OC3	-68%	0.4%	.	6%	i	0%	-1%	.	14%
Nc1c(OS(=O)(=O)c2ccccc2)cccc1OS(=O)(=O)c1ccccc1	-14%	5.7%	.	.	i	-10%	.	?	.
CCOc1ccccc1Oc1cn[nH]c1-c1ccc(O)cc1O	0%	2.7%	7%	-23%	i	0%	2%	11	-18%
Cc1ccc(-n2ccnc2SCC(=O)c2c(N)n(C3CC3)c(=O)[nH]c2=O)cc1C	-11%	0.2%	0%	7%	i	-11%	-7%	22	.
N#CC1(NC(=O)COC(=O)c2ccc(Cl)nc2)CCCCC1	9%	0.1%	0%	18%	i	0%	9%	9	-1%
O=[N+]([O-])c1cccc(-c2noc(-c3ccco3)n2)c1	-22%	7.1µM*	-3%	?	i	-22%	18%	-4	.
CCCc1cc(=O)oc2cc(C)cc(OCC(=O)NCc3cccnc3)c12	2%	-0.2%	-1%	-23%	i	13%	-2%	-12	-7%
COc1ccccc1C(=O)CN1C(=O)NC2(CCCCCC2)C1=O	-4%	2.7%	1%	?	i	13%	4%	-13	3%
Cc1cc(C(=O)COC(=O)Cc2n[nH]c(=O)c3ccccc23)c(C)n1-c1cccc(C(F)(F)F)c1	-20%	4.8%	17%	-24%	i	?	-5%	-12	-9%
COc1ccc(CNCC(O)COCc2cccs2)cc1 (stereo not given)	-19%	0.0%	0%	-1%	i	34%	15%	-4	0%
C=CCn1c(N)c(C(=O)NCc2ccco2)sc1=S	-8%	7.5%	3%	?	i	7%	12%	?	3%
Cc1nn(Cc2c(Cl)cccc2Cl)c(C)c1NC(=O)Cn1nc([N+](=O)[O-])c(Cl)c1C	0%	-0.3%	0%	9%	i	?	0%	54	4%
Cc1ccc2c(c1)C1(C(=O)N2C)N2CC3(C)CN1CC(C)(C2)C3=O (stereo not given)	-6%	2.8%	3%	10%	i	24%	16%	13	-3%
CCOC(=O)c1c(NC(=O)c2cc3n(n2)C(C(F)(F)F)CC(c2ccccc2)N3)sc(C)c1C (stereo not given)	-15%	0.5%	22%	?	i	?	-12%	9	-28%
Next entries.
SMILES	HepG2 viability	Nrf2 ARE act	MCF10A rereplic	Nrf2 inh	S2 tox	TGFb SMAD3 inh	A549 tox	IL1B secr inh	ATXN2 expr inh
CC(C)Oc1ccc(S(=O)(=O)N2CCOCC2)cc1NC(=O)C1=NN(c2ccccc2)C(=O)CC1	-1%	-0.9%	?	-22%	i	-5%	-7%	0	6%
O=C(c1ccccc1)c1ccc(Cn2cc(-c3ccccc3)nn2)cc1	-27%&3%	7.6%	10%	?	?	?	-1%	55	53%[activator]
COc1ccc(-c2nc3scc(CCNC(=O)c4cccc(Br)c4)n3n2)cc1	-21%	9.2%	.	-12%	18µM*	?	-6%	.	?
O=C1Nc2ccccc2Nc2ccccc21	2%	3.4%	13%	-24%	i	?	0%	-9	-3%
C/C(=N\Nc1nc2ccccc2[nH]1)c1ccc(N2CCOCC2)cc1	-28%	4.6%	?	?	?	2%	1%	-96*	-1%
CS(=O)(=O)c1ccc([C@@H](O)[C@@H](CO)NC(=O)C(Cl)Cl)cc1	-14%	-0.2%	-1%	21%	i	5%	2%	-1	-9%&-10%&6%
CCOc1cc(/C=N/NC(=O)C(=O)NCCCOC(C)C)cc(Br)c1O	5%	-0.1%	-61%[inhibitor]	10%	i	4%	-3%	13	1%
Cc1ccsc1C(=O)NCCC(c1ccccc1)c1ccccc1	-7%	1.6%	?	5%	i	?	9%	?	7%
O=C(O)/C=C/C(=O)Nc1ccc(O)cc1	13%	-0.3%	0%	1%	i	-2%	0%	0	.
COc1ccccc1CN1CCN(S(=O)(=O)c2ccc(C)cc2)CC1	6%	-0.3%	5%	8%	i	10%	5%	4	-9%
Cc1ccc(C(=O)N(C)c2ccc(OCC(=O)N3c4ccc(C)cc4C4CN(C)CCC43)cc2)cc1 (stereo not given)	-21%	9.5%	14%	?	i	-14%	6%	-60*	-31%
CCOC(=O)C1=C(C)N(CCCC(=O)O)C(=O)NC1c1ccc(Cl)cc1 (stereo not given)	-12%	2.4%	-3%	-2%	i	-9%	0%	-6	-5%
CCc1cnc2c(c1SCC(=O)c1ccc(Cl)cc1)c(=O)n(C)c(=O)n2C	-13%	6.0%	.	.	i	-20%	6%	.	-5%
Cc1cc(C)c(C)c(S(=O)(=O)N2CCC(C(=O)NNC(=O)c3ccccc3O)CC2)c1C	-14%	-0.6%	?	?	i	6%	?	31	?
N#CC1c2ccccc2-c2ccccc2N1C(=O)c1ccccc1 (stereo not given)	-15%	-1.3%	.	.	i	-25%	.	64	.
Cc1ccn2c(NC(=O)c3cccc(Cl)c3)c(-c3ccccc3)nc2c1	-16%	4.9%	.	5%[9.27 µM]	?	?	-12%	.	6%
C[C@H](CO)N1C[C@H](C)[C@@H](CN(C)C(=O)Nc2ccccc2)Oc2ccc(NC(=O)C3CC3)cc2C1=O	23%	-0.1%	-2%	6%	i	10%	7%	15	7%
COCCNC(=O)C(C)N1c2cccc3cccc(c23)S1(=O)=O (stereo not given)	1%	2.8%	4%	23%	i	-3%	8%	?	-1%
c1ccc(COc2ccc3nocc3c2)cc1	-38%	10%	-3%	25%	i	-18%	0%	-7	90%[activator]
Cc1cc(C)nc(NC(=O)c2c(Cl)cccc2Cl)n1	-15%	1.8%	4%	5%	i	?	2%	9	-14%
O=C(Cn1ncn2nc(-c3cccs3)cc2c1=O)NCc1cccc(Br)c1	-4%	-0.6%	.	-27%	i	-1%	-2%	.	3%
Clc1ccccc1Oc1cnc2ccccc2n1	-25%	-0.3%	?	-2%	i	39%[activator]	-4%	1	2%
C#CCn1c(=NC(=O)c2ccc(S(=O)(=O)N3CCc4ccccc4C3)cc2)sc2cc(S(N)(=O)=O)ccc21	2.8µM*	-1.6%	4.1µM*	3.3µM*	18µM*	-8%	5.2µM*	41	?
CCOC(=O)Cn1c(=O)oc2cc(S(=O)(=O)N3CCc4ccccc43)ccc21	-26%	-0.9%	11%	14%	i	-21%	0%	6	1%
O=C(c1ccco1)N1CCN(CCOCCOc2cccc3ccccc23)CC1	-33%	3.4%	7%	-15%	i	-25%	-5%	7	-19%
(cont.)
SMILES	HepG2 viability	Nrf2 ARE act	MCF10A rereplic	Nrf2 inh	S2 tox	TGFb SMAD3 inh	A549 tox	IL1B secr inh	ATXN2 expr inh
CCN(CC)S(=O)(=O)c1ccc(OC)c(NC(=O)CC2CCCC2)c1	-8%	-0.4%	2%	14%	i	-8%	-1%	24	-5%
Cc1ccn2c(Nc3ccc4c(c3)OCCO4)c(-c3ccc(Cl)s3)nc2c1	-81%	3.7%	.	1%	i	0%	1%	.	39%[activator]
CC(C)CCN(C(=S)NC(=O)C1CCCCC1)c1c(N)n(Cc2ccccc2)c(=O)[nH]c1=O	-8%	4.4%	-2%	15%	i	-6%	0%	-5	-11%
Cc1cc(C)c(S(=O)(=O)c2ccccc2)c(OC(=O)c2ccc(Cl)cc2Cl)n1	-28%	0.2%	?	-22%	?	-6%	-3%	27	-31%
Cc1cccc(N2CCN(C(=O)CCCn3c(=O)c4cccn4c4cccnc43)CC2)c1C	0%	-0.4%	?	?	?	-8%	-9%	-24	?
CNC(=O)NC(=O)COC(=O)c1ccccc1OCc1ccccc1	-2%	-0.8%	-1%	6%	i	-3%	0%	8	-8%
